TSHR antag: antagonists of human thyroid stimulating hormone receptor; P16473; TSHR-expressing cells, TSH-stimulated cAMP HTRF, 2 h; hits give low values; activity change, negative = inhibition, % at 11.5 µM; hit rate 0.2% among 330,000;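 active = activity change below a set negative limit, meaning inhibition stronger than a set level, cut at about -70% in these data; inconclusive = activity change between two set negative limits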; also: % is scaled to controls: 0 for no effect and ±100 for the full control effect
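TSHR-expressing cells were treated with compounds, then stimulated with TSH at EC80 (4nM final) for 2 hours at 37 deg C. Cellular cAMP was measured by HTRF competition between lysate cAMP and cAMP-d2 for a cryptate-labelled anti-cAMP antibody.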
PTAP TSG101 blk: blocks PTAP/TSG101 interaction to inhibit HIV-1 budding | 340,000 tested, under 10 active | Fluorescence polarization, FITC-PTAP peptide / Tsg101 binding | Potency, µM (titrated, usually from 115 µM), inactives show top-dose activity change, negative = inhibition, hits mostly inhibitors | Q99816; active = well fitted inhibition curve with a large enough effect in the main read-out, with a control signal flat, not every such curve was filed as active; inconclusive = small, poorly fitted or top-dose-only effect, or effect the other way, or a change in a side signal; inactive = no such curve, though single readings can be large or run the other way; also: potency is read from the fitted curve at half-maximal effect; % of control where 0% means no effect
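Tsg101 binding domain (10 uM final) was mixed with compound and a FITC-labeled PTAP peptide (50 nM final) in HEPES pH 7.5 buffer with NaCl, Tween 20, EDTA and TCEP; fluorescence polarization was read after 20 min at r.t.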
Mito fusion act: mitochondrial division inhibition or fusion activation. hit rate 0.23% among 320,000. AID 485298. S. cerevisiae fusion-defective mutant growth rescue, CellTiterGlo 48 h. Potency, µM (doses to about 46.1 µM), inactives show top-dose growth rescue (activation), actives largely listed as activators;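 also: potency is read from the fitted curve at half-maximal effect; % of control where 0% means no effect; nearly all actives have a fitted effect of over 45% in size; temperature-sensitive fusion mutants such as fzo1-1 at 37 °C on non-fermentable ethanol glycerol medium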
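Temperature-sensitive fusion-defective S. cerevisiae (e.g. fzo1-1, mgm1-5) were grown with compound in YPEG medium (3% ethanol, 3% glycerol) for 48 hours at 37C. Growth rescue was measured as viability by CellTiterGlo luminescence after 10 minutes at ambient.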
ASM inhibitor: inhibitors of human secretory acid sphingomyelinase; placental ASM, HMU-PC fluorogenic substrate, 60 min; Potency, µM (series often up to 57.5 µM), for the others: at the top dose activity change, negative = inhibition, actives largely listed as inhibitors; hit rate 0.006% among 340,000; also: potency is read from the fitted curve at half-maximal effect
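Fluorescence read-out (Ex 386 nm, Em 447 nm) after stopping the reaction at pH 10. Enzyme: ASM from human placenta; substrate HMU-PC0, 9 uM final; 60 min, 37 °C. Compound preincubation 10 min, ambient temperature.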
Integrin act MD: activates integrin-mediated alleviation for muscular dystrophy | Potency, µM (highest dose often 38.3 µM), for inactives: at the top dose activation, usual class: activators | alpha7betagal myoblasts, beta-gal FDG fluorescence, 48 h | hit rate 0.064% among 350,000;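 also: potency is read from the fitted curve at half-maximal effect; 100% = response of the positive control SU9516; nearly all actives have a fitted effect of over 60% in size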
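Alpha7betagal+/- myoblasts (passage 13) were plated 16-24 hr, then exposed to compounds (1:260 dilution of DMSO stock) for 48 hours at 37C. After MPER lysis, β-galactosidase reporter activity was read as FDG fluorescence (ex 480/em 540) after 30 minutes.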
AT treatment: candidate therapy for ataxia-telangiectasia; Potency, µM (series often up to 57.5 µM), inactives show at the highest dose activation, most hits filed as activators; hit rate 0.19% among 320,000; […] A-T fibroblasts, KAP-1 phosphorylation AlphaLISA; neocarzinostatin DNA damage 30 min before lysis; also: potency is read from the fitted curve at half-maximal effect; % of control where 0% means no effect; nearly all actives have a fitted effect of over 45% in size
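ATM-like activity read as KAP-1 phosphorylation via AlphaLISA donor/acceptor antibody pairs after lysis and 6 hr at 25C. Cells were ATM-null patient fibroblasts ([…], hTERT), dosed 60 min, then exposed to the DSB inducer NCS for 30 min.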
MBNL1 CUG block: inhibitors of human MBNL1 binding to CUG repeat RNA | hit rate 0.036% among 280,000 | Q9NR56 | AID 2675 | TR-FRET MBNL1-His/biotin-(CUG)12 binding, 665/545 ratio | Potency, µM (series often up to 57.5 µM), without a hit: top-dose activity change, negative = inhibition, most hits filed as inhibitors; active = well fitted inhibition curve with a large enough effect in the signal ratio, with a control signal flat, not every such curve was filed as active; inconclusive = small, poorly fitted or top-dose-only effect, or effect the other way, or a change in a side signal; inactive = no such curve, though single readings can be large or run the other way; the % refers to the signal ratio; also: potency is read from the fitted curve at half-maximal effect; % is scaled to controls: 0 for no effect and ±100 for the full control effect
Target sequence (Q9NR56 whole entry, looked up): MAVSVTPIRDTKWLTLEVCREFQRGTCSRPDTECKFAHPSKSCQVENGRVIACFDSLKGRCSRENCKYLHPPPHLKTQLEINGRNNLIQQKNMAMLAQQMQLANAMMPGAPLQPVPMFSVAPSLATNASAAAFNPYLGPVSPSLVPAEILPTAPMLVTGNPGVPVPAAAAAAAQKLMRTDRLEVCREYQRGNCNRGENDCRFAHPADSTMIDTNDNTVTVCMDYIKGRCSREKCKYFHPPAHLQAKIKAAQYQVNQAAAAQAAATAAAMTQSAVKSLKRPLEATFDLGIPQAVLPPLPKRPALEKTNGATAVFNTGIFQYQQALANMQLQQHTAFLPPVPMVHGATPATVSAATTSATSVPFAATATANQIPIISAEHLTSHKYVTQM
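Compounds (final 92 nM to 58 uM) are added to His-tagged MBNL1 and biotin-(CUG)12, then terbium anti-His antibody and streptavidin-XL665 (5 nM final). After 60 min at room temperature, the 665/545 nm ratio is read.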
TCR activator: activates T cell receptor signaling | primary human leukocytes, anti-CD3, IL-2 HTRF, 48 h | Potency, µM (highest dose often 9.22 µM), inactives show top-dose activation of IL-2 secretion, usual class: activators | 330,000 tested, under 10 active; also: % of control where 0% means no effect
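HTRF read-out of IL-2 secretion: europium cryptate donor excited at 320nm, d2 acceptor emission at 665nm. Cells were primary human leukocytes incubated 48 hr with compounds and a-CD3 beads, supplying TCR signal only.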
MLL CXXC-DNA inh: inhibitors of human MLL CXXC domain-DNA interaction. MLL-CXXC / FITC-HOXA9 DNA fluorescence polarization. Potency, µM (doses to about 115 µM), for the others: at the top dose activity change, negative = inhibition, most hits filed as inhibitors. hit rate 0.037% among 290,000; active = well fitted inhibition curve with a large enough effect in the polarisation, with a control signal flat, not every such curve was filed as active; inconclusive = small, poorly fitted or top-dose-only effect, or effect the other way, or a change in a side signal; inactive = no such curve, though single readings can be large or run the other way; the % refers to the polarisation; also: potency is read from the fitted curve at half-maximal effect
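Fluorescence polarization: 7 uM MLL-CXXC (stock) preincubated 5 min with compounds, then 50 nM fluorescein-HOX-A9 DNA (stock) added; 30 min ambient. Buffer 50 mM Tris-HCl pH 7.5, 50 mM NaCl, 1 mM DTT, 0.05% BSA.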
Menin-MLL TR inh: inhibitors of human menin-MLL interaction, mutant MLL peptide | hit rate 0.23% among 270,000 | Menin + Texas Red MLL mutant peptide, fluorescence polarization | AID 1768 | Potency, µM (highest dose often 61.6 µM), for the others: at the highest dose FP activity change, negative = inhibition, actives largely listed as inhibitors | O00255; active = well fitted inhibition curve with a large enough effect in the polarisation, with a control signal flat, not every such curve was filed as active; inconclusive = small, poorly fitted or top-dose-only effect, or effect the other way, or a change in a side signal; inactive = no such curve, though single readings can be large or run the other way; the % refers to the polarisation; also: potency is read from the fitted curve at half-maximal effect; % of control where 0% means no effect; many of its hits are not listed in these tables
Target sequence (O00255 whole entry, looked up): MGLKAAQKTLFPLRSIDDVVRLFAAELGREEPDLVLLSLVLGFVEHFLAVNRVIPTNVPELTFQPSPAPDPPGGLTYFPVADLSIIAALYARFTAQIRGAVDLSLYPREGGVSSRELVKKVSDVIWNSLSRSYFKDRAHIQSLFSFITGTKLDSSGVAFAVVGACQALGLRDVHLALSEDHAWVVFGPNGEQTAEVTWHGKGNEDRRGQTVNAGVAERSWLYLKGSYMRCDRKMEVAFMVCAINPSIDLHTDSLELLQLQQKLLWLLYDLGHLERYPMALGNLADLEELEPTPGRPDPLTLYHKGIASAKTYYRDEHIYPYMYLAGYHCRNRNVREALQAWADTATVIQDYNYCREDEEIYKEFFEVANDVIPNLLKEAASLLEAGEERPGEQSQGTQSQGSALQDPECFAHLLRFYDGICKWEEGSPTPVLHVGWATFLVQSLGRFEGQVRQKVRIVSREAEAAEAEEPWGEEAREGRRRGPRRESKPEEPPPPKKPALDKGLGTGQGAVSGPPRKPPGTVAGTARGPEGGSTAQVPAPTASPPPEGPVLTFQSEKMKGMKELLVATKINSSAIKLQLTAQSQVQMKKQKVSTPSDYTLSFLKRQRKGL
Active calls of the source: *; u = inconclusive; x = no result given; [ ] = dose if it differs, or a comment. Unless noted, calls follow the shape of the dose curve; as a rule, active = well fitted curve in the direction sought with a large enough effect; inconclusive = small, poorly fitted or top-dose-only effect, or another doubt; inactive = no such curve, though single readings can be large; an effect the other way counts as inactive or inconclusive.

SMILES	TSHR antag	PTAP TSG101 blk	Mito fusion act	ASM inhibitor	Integrin act MD	AT treatment	MBNL1 CUG block	TCR activator	MLL CXXC-DNA inh	Menin-MLL TR inh
CC(C)c1cccc(-c2ccc3c(c2)S(=O)(=O)c2cccc(C(=O)NCc4ccccc4)c2C3=O)c1	-1.5	-0.6%	x	-4.1%	-14.1%	-3.0%	x	1.1%	x	x
O=C(CN(c1cccc([N+](=O)[O-])c1)S(=O)(=O)c1ccccc1)NCc1cccnc1	6.0	1.2%	-1.5%	-15.5%	-5.6%	5.1%	u	5.3%	1.6%	-8.3%
O=C(NC1=NCCS1)c1ccc(Cl)c(S(=O)(=O)N2CCCCC2)c1	-12.3	-3.8%	4.3%	-3.9%	23.4%	-4.1%	4.4%	2.8%	14.1%	u
O=C(CN1CCN(c2ccc(F)cc2)CC1)Nc1cccc(C(F)(F)F)c1	-35.1	-2.3%	u	-0.3%	11.6%	x	-4.9%	0.8%	9.0%	-0.3%
O=C(CC(c1ccccc1)c1ccccc1)NCc1cccnc1	-9.4	-8.7%	0.2%	5.9%	13.0%	-5.1%	-3.5%	7.8%[46.1 µM]	6.9%	-11.1%
CCn1nnnc1-c1ccc(OC)c(S(=O)(=O)Nc2ccc(S(N)(=O)=O)cc2)c1	5.3	-1.9%	1.9%	0.1%	20.5%	11.6%	-5.8%	1.9%	-2.2%	-6.8%
Cc1ccnc(NS(=O)(=O)c2ccc(Oc3ccccc3)cc2)c1	-15.2	-10.8%	-4.4%	-0.1%	-16.4%	-1.3%	1.9%	-1.9%	-8.0%	2.7%
CN(C)C(CNC(=O)CNC(=O)Cc1cccc2ccccc12)c1ccccc1 (configuration not stated)	-3.9	-2.7%	8.4%	-4.6%	-24.2%	6.2%	4.7%	-5.2%	7.0%	-20.3%
O=C(COc1ccccc1)NCCc1cn2ccsc2n1	3.9	-2.9%	-0.7%	4.8%	11.0%	10.5%	-12.1%	3.8%	4.1%	-4.2%
O=C(Nc1nnc(COc2ccc(Cl)cc2)s1)c1ccco1	-3.6	-1.4%	1.4%	-3.4%	3.9%	5.1%[11.5 µM]	-11.9%	x	-1.9%	-3.6%
COc1ccccc1CNC(=O)C(Cc1c[nH]c2ccccc12)NC(=O)OCc1ccccc1 (configuration not stated)	11.2	2.0%	-3.4%	-10.3%	18.8%	-0.2%	-8.4%	8.1%[46.1 µM]	-5.2%	20.8%
C[C@H]1COC(=O)[C@H](CC(=O)OC(C)(C)C)C/C=C\C[C@H](CC(=O)N(CCO)Cc2ccccc2)C(=O)N1	0.3	-3.9%	x	11.5%	22.8%	0.6%	x	0.6%	x	x
CC(C)(C)C(=O)CN1C(=O)C2(OCCO2)c2ccccc21	5.9	-5.3%	-5.4%	1.4%	-6.6%	4.2%	-3.2%	-6.3%	6.6%	19.1%
CCC(=O)N1CCc2cc(S(=O)(=O)CCC(=O)NCCC3=CCCCC3)ccc21	36.2	-1.1%	0.4%	-0.8%	19.0%	0.9%	-7.6%	7.3%	-5.9%	x
CCOc1ccc(CNS(=O)(=O)c2cc(-c3cc(C)no3)ccc2OC)cc1OC	3.5	-0.4%	-3.5%	-3.9%	3.0%	4.1%	-13.8%	4.7%	20.5%	x
O=C(NCC(c1cccs1)N1CCOCC1)c1cn(-c2ccccc2)nc1-c1ccccc1 (configuration not stated)	-11.7	-1.1%	18.9%	-6.5%	5.0%	5.3%	x	-7.2%	x	x
CCOC(=O)[C@H]1[C@H]2COc3ccc(Cl)cc3[C@H]2N2C(=O)CNC(=O)[C@@]12C	7.2	-2.4%	x	8.4%	-4.5%	-0.2%	x	-11.7%	x	x
CN(C(=O)c1ccccn1)c1nnc(-c2ccccn2)s1	15.1	-5.2%	-0.3%	3.8%	4.2%	-1.4%	-0.3%	5.7%	-1.2%	-14.4%
O=C1OCC=C1NNC(=O)c1cccnc1	0.3	-5.4%	6.3%	4.3%	-10.3%	4.5%	-2.4%	-0.2%	9.5%	-0.9%
COc1cc(C)cc(CN2CCC(Cc3ccccc3)CC2)c1O	-1.1	2.5%	-2.5%	0.7%	0.0%	-33.3%	-7.2%	0.4%	-4.9%	u
C/C(N)=C(/C#N)C(=O)COC(=O)c1cc(-c2cccc(Br)c2)nc2ccccc12	35.5	-1.0%	2.2%	-18.4%	-2.6%	8.8%	u	-9.0%[46.1 µM]	-2.6%	u
CCOc1ccccc1N(CC(=O)N1CCCC1)S(C)(=O)=O	7.5	1.4%	1.3%	-1.4%	-1.4%	3.3%	-6.4%	x	-1.4%	1.6%
CCN1CCN(C(c2cccs2)C(C)NC(=O)c2cccc(OC)c2OC)CC1 (configuration not stated)	-1.7	-10.6%	-6.1%	8.1%	4.0%	5.8%	-0.4%	2.9%	7.3%	4.3%
Cc1nc2ccccc2c2oc(C(=O)N3CCC(N4CCCCC4)CC3)cc12	-4.9	-2.4%	-2.2%	-0.9%	-10.8%	4.8%	3.9%	-5.4%[46.1 µM]	14.3%	-12.5%
Cc1nn(-c2ccccc2)c2nc(N)c(C#N)c(-c3ccc(O)c(O)c3)c12	-3.8	-0.5%	18.6%	-2.4%	-22.7%	-14.3%	-1.6%	1.4%	-5.2%	72.6%[activator]
COc1ccccc1CNC(=O)CC(C)c1ccccc1 (configuration not stated)	-0.6	-6.5%	-0.8%	2.7%	9.4%	0.3%	-4.6%	x	-4.5%	8.9%
COc1cccc2cc(C(=O)C3=C(O)C(=O)N(CCCN(C)C)C3c3ccncc3)oc12 (configuration not stated)	-4.5	x	-2.6%	x	x	11.3%	18.2%	x	11.3%	-3.1%
Cc1ccccc1C(c1ccccc1Cl)N(C)C (configuration not stated)	x	-0.6%	x	4.3%	7.2%	x	x	3.1%	x	x
COc1cccc(C(CC(=O)Nc2cccc3ccccc23)NC(=O)c2ccccc2)c1 (configuration not stated)	8.9	x	-0.1%	2.1%	-25.3%	1.4%	9.1%	x	6.0%	u
CNC(=O)Cn1ncc2c3ccccc3n(C)c2c1=O	12.1	0.5%	3.4%	2.1%	-3.6%	0.1%	-6.7%	-6.8%	-0.7%	-6.6%
CNc1nc2c(c(=O)n(C)c(=O)n2C)n1CCCc1ccccc1	-3.9	-1.4%	2.1%	-2.8%	-10.1%	-15.9%	-6.0%	x	-1.7%	2.0%
Cc1cc2c(cc1C)C(c1ccccc1Br)CC(=O)N2 (configuration not stated)	-30.7	1.0%	u	-5.5%	-0.4%	5.9%	-10.1%	-0.4%[46.1 µM]	-2.3%	-9.9%
Cn1ccnc1SCC(=O)c1c(N)n(C)c(=O)n(C)c1=O	-1.3	-6.7%	x	-3.1%	9.1%	-8.4%	x	-1.5%[46.1 µM]	x	x
NS(=O)(=O)c1ccc(NC(=O)CN2CCCN(S(=O)(=O)c3ccc(F)cc3)CC2)cc1	-1.1	-0.4%	-1.0%	0.8%	9.1%	3.1%	-9.2%	4.2%	13.4%	1.3%
COc1ccc(-c2nc3c(c(=O)[nH]c(=O)n3Cc3ccccc3)n2Cc2ccccc2)cc1	8.3	-0.3%	0.9%	-12.3%	-10.1%	1.2%	4.7%	1.7%	25.1%	x
COc1ccc(Cc2nnc(Nc3ccc(C)cc3C)[nH]c2=O)cc1	1.9	-4.7%	1.8%	-0.6%	6.4%	-4.0%	-29.5%	1.5%	0.3%	13.3%
CCN1CCN(C(=S)c2ccc(Cl)c(Cl)c2)CC1	4.3	-5.5%	-9.7%	-0.5%	17.4%	-2.4%	-2.7%	7.1%	-0.5%	0.2%
Cn1c(CNC(=O)c2ccco2)nnc1SCC(=O)Nc1cccc(Br)c1	1.3	-7.3%	0.6%	1.5%	4.2%	x	-2.1%	-1.6%	22.5%	1.0%
O=C(Nc1ccccc1N1CCN(C(=O)c2ccccc2)CC1)c1ccc([N+](=O)[O-])o1	-2.4	-4.8%	14.9%	-2.2%	-28.3%	10.4%	u	1.1%	13.0%	-23.9%
COc1ccc(CNC(=O)c2ccc(CN3CCOCC3)cc2)cc1	0.8	0.3%	0.7%	2.7%	-30.5%	6.6%	8.5%	-4.3%	5.2%	-5.6%
Cc1ccc2cc(/C=C/C(=O)c3ccco3)c(Cl)nc2c1	15.9	-1.4%	-10.9%	8.0%	-68.1%[inhibitor]	34.8%	10.6%	-0.3%	2.9%	x
C=CCOC(=O)/C(=C/c1ccco1)NC(=O)/C=C/c1ccccc1	-28.4	-0.1%	0.0%	-1.8%	-9.5%	x	u	1.3%	-0.4%	u

Screening data: PubChem BioAssay, National Center for Advancing Translational Sciences (NCATS)

Not all compounds are listed, so the mix of outcomes need not match the whole.
